Jurkat NFkB inh: lowers PMA/ionomycin-induced NF-kB signal in Jurkat cells | inhibition, % at 4 µM | PMA/ionomycin-induced NF-kB luciferase reporter, luminescence | 0.53% of 330,000 active; in the data active = inhibition above about 50%
697 NFkB inh: lowers PMA/ionomycin-induced NF-kB signal in 697 B cells; 697 B-cell NF-kB luciferase reporter, 16 h; inhibition, % at 4 µM; 0.33% of 330,000 active; in the data active = inhibition above about 35%
UBC13 inh: inhibitors of human UBC13 polyubiquitin chain formation; P61088; inhibition, % at 20 µM; TR-FRET; 0.47% of 330,000 active; in the data active = inhibition above about 45%, passing the limit was not always enough; inconclusive = no clear call, values can overlap the other calls
Gli-Sufu antag: antagonists of Gli-Sufu signaling. Sufu-KO-LIGHT fibroblasts, Gli luciferase reporter luminescence. inhibition, % at 5 µM. 0.74% of 340,000 active;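 active = inhibition above about 55%, limit read from the data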;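 note: 0% = DMSO-treated cells and 100% = wells with medium but no cells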
CXCR6 inh: blocks human CXCR6 beta-arrestin recruitment; O00574; CHO-K1 PathHunter CXCR6 beta-arrestin, luminescence; inhibition, % at 20 µM; 0.36% of 360,000 active; AID 602244; in the data active = inhibition above about 34%, passing the limit was not always enough;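 note: antagonist mode with CXCL16 agonist at 10 nM final; 0% = 10 nM CXCL16 with DMSO and 100% = unstimulated wells without agonist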
Target sequence (O00574 whole entry, looked up): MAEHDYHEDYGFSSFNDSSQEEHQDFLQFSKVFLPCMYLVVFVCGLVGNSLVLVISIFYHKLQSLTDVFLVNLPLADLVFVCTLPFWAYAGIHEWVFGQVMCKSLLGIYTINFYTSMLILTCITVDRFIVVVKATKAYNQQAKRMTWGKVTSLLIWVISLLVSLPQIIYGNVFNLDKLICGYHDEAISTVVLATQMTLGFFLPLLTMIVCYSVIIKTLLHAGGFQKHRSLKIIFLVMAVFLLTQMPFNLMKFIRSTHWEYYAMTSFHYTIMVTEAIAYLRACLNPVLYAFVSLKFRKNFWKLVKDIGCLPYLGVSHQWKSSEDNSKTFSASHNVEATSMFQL
CCR6 antag: antagonists of human CCR6 receptor. CHO-K1 CCR6 PathHunter beta-arrestin, luminescence, CCL20-stimulated. inhibition, % at 20 µM. 0.49% of 340,000 active. AID 493098;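 active = compounds whose inhibition of the agonist-driven luminescence signal at 20 µM reaches about 50%, limit read from the data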;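 note: cells stimulated with CCL20 at 14 nM final; plate controls were DMSO with CCL20 for no effect and DMSO without agonist for full effect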
EBI2 antag: blocks human EBI2 receptor beta-arrestin signaling | P32249 | EBI2 beta-arrestin recruitment, luminescence, 7a,25-OHC stimulated | inhibition, % at 5 µM | 0.81% of 360,000 active | AID 651636; in the data active = inhibition above about 38%;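 note: enzyme fragment complementation signal reports receptor beta-arrestin coupling in cells; 0% = agonist plus DMSO wells and 100% = wells without agonist; some results beyond the cut were filed as inactive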
Target sequence (P32249 whole entry, looked up, the tested form may be a part): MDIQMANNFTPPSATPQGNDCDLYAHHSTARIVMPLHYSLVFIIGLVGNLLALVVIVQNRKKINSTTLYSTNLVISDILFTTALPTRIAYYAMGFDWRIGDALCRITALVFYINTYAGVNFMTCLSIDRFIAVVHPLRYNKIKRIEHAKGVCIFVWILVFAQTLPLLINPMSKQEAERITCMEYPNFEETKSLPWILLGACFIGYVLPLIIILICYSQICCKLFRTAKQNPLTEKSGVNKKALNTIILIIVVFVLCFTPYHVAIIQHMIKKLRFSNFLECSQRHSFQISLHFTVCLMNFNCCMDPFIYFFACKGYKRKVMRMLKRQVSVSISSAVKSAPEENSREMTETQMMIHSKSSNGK
APJ antagonist: antagonists of human APJ apelin receptor; P35414; CHO-K1 APJ beta-arrestin complementation, luminescence; inhibition, % at 20 µM; 0.32% of 330,000 active; AID 2521;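 active = inhibition above about 40% at 20 µM, limit read from the data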;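 note: cells challenged with 10 nM apelin-13 agonist together with compound; plate controls were apelin-13 plus DMSO wells for no effect and DMSO wells lacking apelin-13 for full effect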
Target sequence (P35414 whole entry, looked up): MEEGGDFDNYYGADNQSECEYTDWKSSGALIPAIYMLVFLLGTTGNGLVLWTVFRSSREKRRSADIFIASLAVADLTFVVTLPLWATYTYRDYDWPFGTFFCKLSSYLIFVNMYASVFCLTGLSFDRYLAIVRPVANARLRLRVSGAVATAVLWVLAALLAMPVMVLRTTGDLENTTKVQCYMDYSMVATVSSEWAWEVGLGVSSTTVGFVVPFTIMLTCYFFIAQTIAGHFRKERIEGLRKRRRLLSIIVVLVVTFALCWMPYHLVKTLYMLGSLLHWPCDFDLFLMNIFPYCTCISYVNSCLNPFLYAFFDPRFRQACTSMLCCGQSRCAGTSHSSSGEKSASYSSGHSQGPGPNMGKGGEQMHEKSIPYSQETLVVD
Active calls of the source: *; ? = inconclusive; . = not tested or not shown.

Below each SMILES: Jurkat NFkB inh	697 NFkB inh	UBC13 inh	Gli-Sufu antag	CXCR6 inh	CCR6 antag	EBI2 antag	APJ antagonist
1	CN1CCC(N(C)C(=O)COc2ccc(S(=O)(=O)N3CCOCC3)cc2)CC1
    3	24	3	0	0	11	-1	-27
2	CC(C)(C)C(=O)Cn1ncc(N2CCOCC2)c(Cl)c1=O
    -5	-9	-2	3	-6	-3	-14	-9
3	Cc1cc(CNC(=O)C2CCC(=O)N(CCc3cccc(F)c3)C2)nn1C (stereo unspecified)
    11	-1	11	-2	6	3	-3	-32
4	Cc1cc2oc(=O)c(CC(=O)NCCCO)c(C)c2c2occ(C(C)(C)C)c12
    -15	-30	22	-11	6	-9	8	7
5	COc1ccc(-c2cn(Cc3ccc4ccccc4c3)nn2)cc1
    -15	-14	0	-19	-1	6	18	-62
6	Cc1ccc2occ(-c3nn[nH]n3)c(=O)c2c1
    0	5	0	-6	-2	0	-9	12
7	COc1cccc(NC(=O)CCS(=O)(=O)c2ccc(Br)cc2)c1
    -16	-5	2	-3	-1	-1	-3	5
8	CCS(=O)(=O)N1CCN(C(=O)c2cc(OC)cc(OC)c2)CC1
    -10	-15	?	4	-3	-12	-4	-10
9	O=C(NCCc1ccccc1)c1nc(CS(=O)(=O)c2ccc(Cl)cc2)no1
    -7	6	0	7	-2	13	8	20
10	Cc1ccc(C)c(NC(=O)Cn2nnc(C(=O)Nc3c(C)cccc3C)c2N)c1
    2	17	4	0	7	4	7	11
11	COc1cccc(C(CC(=O)O)NS(=O)(=O)c2ccc3c(c2)N(C(C)=O)CC(C)O3)c1 (stereo unspecified)
    -12	7	2	-7	-7	12	-4	9
12	O/N=C/c1ccc(-c2cc(Cl)ccc2Cl)o1
    7	17	2	-10	-6	-15	-9	-7
13	CCc1nc(SCc2ccc(C(=O)OC)o2)n[nH]1
    -3	-15	0	-16	-6	-19	-3	-13
14	O=C(NNc1ncccc1-n1cccc1)c1ccc(Cl)cc1
    -4	12	-5	-1	2	12	-8	2
15	COc1cc(N)c(Cl)cc1C(=O)OCC(=O)Nc1ccc(N2CCOCC2)cc1
    1	4	15	-6	-4	2	6	2
16	CCOc1ccc(NC(=O)CN2CCc3cc4c(cc3C2)OCCCO4)cc1OCC
    15	10	0	-7	3	2	-2	-18
17	CS(=O)(=O)N1CCC(C(=O)Nc2ccccc2Sc2ccccc2)CC1
    5	-18	2	10	2	2	-3	9
18	CN1CCC[C@@H]1CCNC(=O)c1cccc2c1C(=O)c1ccc(N3CCCC3)cc1S2(=O)=O
    -15	1	-118	-6	-9	4	-4	-1
19	Cc1cc(C(=O)COc2ccc(C#N)cc2)c(C)n1CC1CCCO1 (stereo unspecified)
    -9	-11	-9	-16	1	-9	-1	10
20	COc1ccc2cc(C3CC(c4ccco4)=NN3S(=O)(=O)c3ccccc3)c(Cl)nc2c1 (stereo unspecified)
    -18	-33	-18	10	-3	20	-21	12
21	O=C(Nc1ccccc1F)c1cc2c(s1)-c1ccccc1S(=O)(=O)C2
    10	8	19	-27	-10	2	7	-21
22	COc1cc(C=O)ccc1OCc1ccccc1Br
    -38	-29	3	-15	-4	-15	-15	-11
23	CCC(C)(C)NC(=O)CCCSc1nc2ccccc2[nH]1
    -9	-15	2	-3	5	13	6	1
24	CC(Oc1ccc(Cl)cc1Cl)c1ccnc(N)n1 (stereo unspecified)
    -10	-1	9	-4	-4	6	13	-8
25	CC1CN(C(C)C)C(=S)NC1=O (stereo unspecified)
    .	.	.	-5	0	-8	-8	.
26	CCOC(=O)Cn1c(=O)c2c(nc(Br)n2Cc2ccccc2Cl)n(C)c1=O
    5	-25	2	-18	-5	24	-6	14
27	COc1ccc(CC(=O)N2CCCC(C)C2)cc1 (stereo unspecified)
    -8	-15	8	5	8	12	-1	13
28	O=C(OCC(=O)N1CCN(C(=O)c2ccco2)CC1)c1cc(=O)c2ccccc2o1
    6	0	4	-2	1	6	4	12
29	CN(C)C(=O)N1CCCC(C(=O)NCc2ccc(F)cc2Cl)C1 (stereo unspecified)
    1	-3	0	0	-3	4	-8	16
30	O=C(NCc1ccccc1)C1COc2ccccc2O1 (stereo unspecified)
    -15	6	5	6	-4	18	-9	7

Of the compounds above, these contain an NH in an aromatic ring:
Below each SMILES: Jurkat NFkB inh	697 NFkB inh	UBC13 inh	Gli-Sufu antag	CXCR6 inh	CCR6 antag	EBI2 antag	APJ antagonist
6	Cc1ccc2occ(-c3nn[nH]n3)c(=O)c2c1
    0	5	0	-6	-2	0	-9	12
13	CCc1nc(SCc2ccc(C(=O)OC)o2)n[nH]1
    -3	-15	0	-16	-6	-19	-3	-13
23	CCC(C)(C)NC(=O)CCCSc1nc2ccccc2[nH]1
    -9	-15	2	-3	5	13	6	1

(further entries)
Below each SMILES: Jurkat NFkB inh	697 NFkB inh	UBC13 inh	Gli-Sufu antag	CXCR6 inh	CCR6 antag	EBI2 antag	APJ antagonist
31	COC(=O)c1ccc(C(C(=O)NC2CCCCC2)N(Cc2ccccc2)C(=O)Cc2cccs2)cc1 (stereo unspecified)
    7	15	-4	-22	21	12	15	-8
32	O=C(/C=C/c1cccs1)Nc1cccc(NC(=O)/C=C/c2cccs2)n1
    -107	-94	-21	-53	-3	7	12	-29
33	COc1ccc(S(=O)(=O)NCC(=O)NCc2cc(=O)n(C)c(=O)n2C)cc1C
    3	10	5	4	0	-11	-4	-1
34	CCN(CC)S(=O)(=O)c1ccc(OC(C)C)c(N)c1
    -1	8	4	-8	-7	-7	2	8
35	C=CCN1C(=O)/C(=C2/Sc3ccc(OC)cc3N2C)SC1=Nc1cccc(O)c1
    0	10	-26	13	1	-4	0	0
36	CC(C)CC(=O)Nc1nnn(C)n1
    3	4	-1	2	-2	-11	-6	-7
37	CCCCn1c(N)c(N(CCOC)C(=O)c2ccc3c(c2)OCCO3)c(=O)[nH]c1=O
    11	14	1	-4	5	10	-11	7
38	COc1ccc(CNC(=O)CCCNC(=O)c2ccc(Cl)cc2)cc1OC
    -7	-3	5	10	4	-1	-2	10
39	COc1cc(/C=N/NC(=O)c2sc(N)c(C#N)c2C)cc(Br)c1O
    3	8	26	-10	-1	0	-9	2
40	CC1CCN(C(=O)COC(=O)c2ccccc2C(=O)c2ccccc2)CC1
    -1	0	11	-2	18	6	-5	7
41	CC(C)=CCC/C(C)=C/C(=O)O
    -4	2	-11	0	-4	6	-3	-9
42	COc1ccc(N2CCN(C(=O)Cc3ccc(OC)c(OC)c3)CC2)cc1
    -12	-51	-4	20	-8	-4	-7	6
43	O=C(OCC(=O)N1CCCc2ccccc21)c1ccc(F)c(S(=O)(=O)N2CCOCC2)c1
    12	29	1	-13	7	15	-6	9
44	CCC(C(=O)NC1CCCCCC1)n1nc(C)c2c(C)n(-c3ccccc3)nc2c1=O (stereo unspecified)
    4	-21	-2	-1	-1	-3	4	7
45	O=C(CCCN1C(=O)c2ccccc2C1=O)Nc1nccs1
    -19	-23	-2	4	-4	16	-4	4
46	Cc1ccccc1CSc1nnc(C)n1N
    4	17	14	-1	-6	-1	2	-20
47	COc1cccc(C(=O)n2ccc(-c3cccs3)n2)c1
    4	9	4	4	0	3	-15	-12
48	CCC(=O)N1CCN(c2cc(NCC3CCCO3)c(F)cc2[N+](=O)[O-])CC1 (stereo unspecified)
    1	15	-6	0	2	12	7	4
49	Cc1ccc(-c2c(C)nn3c(N4CCOCC4)cc(C)nc23)cc1
    -8	-19	2	56*	2	8	-1	5
50	CC1=C(C(=O)Nc2ccccc2C(=O)NC2CCCCC2)SCCO1
    -1	-35	0	3	1	-2	-14	13
51	O=[N+]([O-])c1cc(-c2cccnc2)n[nH]1
    .	.	.	0	7	7	1	.
52	COc1ccc(C(=O)NCCN2CCOCC2)c(OC)c1OC
    -2	10	-8	-3	-4	5	3	2
53	CN1C(=O)CC(N2CCC(c3nc4ccccc4[nH]3)CC2)C1=O (stereo unspecified)
    11	27	-3	-17	-5	-12	-14	-20
54	CCN(CC)S(=O)(=O)c1ccc(S(=O)(=O)N2CCCC2)cc1
    5	16	1	5	-12	3	-2	8
55	Clc1cccc(Cl)c1Cn1cnc(=NCc2ccco2)c2[nH]cnc21
    1	-8	9	-2	-5	-10	9	-8
56	COC1CCCCC1NS(=O)(=O)c1ccc(Cl)cc1 (stereo unspecified)
    -9	4	-3	4	1	-3	6	8
57	Cc1nn(CC(=O)NCCCN2CCCCC2)c(=O)c2cc(-c3ccccc3)nn12
    -22	-47	2	-1	0	10	-11	4
58	COc1ccc2oc(=O)cc(-c3cc4cccc(OC)c4o3)c2c1
    10	-21	0	5	0	6	-3	3
59	COc1ccc(NC(=O)CC(NC(C)c2ccccc2)C(=O)O)cc1 (stereo unspecified)
    -12	3	-8	-1	2	0	-8	-1
60	NC(=O)c1cn(-c2ccccc2)nc1-c1cccnc1
    -8	7	-5	5	-8	6	-3	-13
61	CC(OC(=O)c1ccc2c(c1)OCO2)C(=O)NC1CCCCC1C (stereo unspecified)
    -12	-17	0	-10	2	11	0	-14
62	COC(=O)C1CCN(C(=O)C2CCN(C(=O)[C@@H](NS(=O)(=O)c3ccc(C)cc3)C(C)C)CC2)CC1
    -3	-5	-1	1	9	3	-3	13
63	COc1ccc(C(=O)/C=C/C(=O)N(CC(=O)NC2CCCCC2)Cc2ccccc2OC)c(O)c1
    .	.	.	9	64*	84*	29	.
64	CCCCc1c(O)nc(SCC(=O)Nc2ccc(C)cc2)n(-c2ccc(OC)cc2)c1=O
    2	11	4	-5	5	0	0	15
65	CCc1nnc(NC2=NCCC2)s1
    -4	-24	0	0	5	-8	-6	2
66	C=CCn1c(SCC(=O)Nc2ccc(C(=O)OCC)cc2)nnc1-c1cccs1
    -11	13	10	0	4	11	1	7
67	COc1ccccc1C(=O)OCC(=O)Nc1cccc(S(=O)(=O)N2CCCC2)c1
    8	-1	-3	-5	-5	3	-6	6
68	COC(=O)c1cc(C#N)c(=O)[nH]c1C
    5	3	0	-2	4	14	-5	6
69	Cc1ccc(S(=O)(=O)N2CCOCC2)cc1NC(=O)CN1C(=O)NC2(CCCC2)C1=O
    -2	-5	6	9	-6	0	16	-1
70	CC(C)NC(=O)C1CC(=O)N(C(C)c2ccccc2)C1 (stereo unspecified)
    -2	15	10	7	29	-7	1	10
71	COc1ccc(C2=C(N)c3ccccc3C2=O)cc1
    -66	-111	-169	-78	8	19	-4	12
72	COCCn1c(C)c(C)c2c(NCCc3ccccc3)ncnc21
    -77	-281	4	25	0	-6	10	2
73	COC(=O)CNC(=O)COC(=O)c1ccc(Cl)nc1
    -25	-5	-1	10	-2	-5	1	-19
74	CSc1ccc(S(=O)(=O)N2CCC(C(=O)NCCc3ccccc3)CC2)cc1
    -10	8	1	20	-1	-1	3	-3
75	Cc1ccc(O)c(N=CC2=C(O)c3ccccc3C2=O)c1
    23	14	-85	9	7	20	9	3
76	Cc1ccc(C)c(OCC(=O)Nc2ccccc2C(=O)N2CCN(C)CC2)c1
    -2	9	0	-6	1	12	2	10
77	COc1cc(C(=O)NNC(=O)c2ccccc2OCc2c(C)noc2C)cc(OC)c1OC
    -2	11	-5	3	-4	11	-5	2
78	O=C(c1ccccc1)c1ccc(-n2ccnc2)c([N+](=O)[O-])c1
    -8	-10	-5	-8	-20	5	-9	-16
79	CCC(CC)N1CCN(CCc2ccccc2)C(CCO)C1 (stereo unspecified)
    8	18	12	14	4	11	-6	15
80	CCOC(=O)c1c(NC(=O)/C=C/c2ccc(C)o2)sc(C)c1C
    -16	-21	-26	2	-5	-9	19	-17
81	O=C(NCC1CCS(=O)(=O)C1)NCC1CCS(=O)(=O)C1 (stereo unspecified)
    0	17	9	-1	-3	-11	1	-8
82	O=C(Cc1cccc(NC(=O)C2CCN(C(=O)C3CCCC3)CC2)c1)Nc1cccc(C(=O)N2CCCCC2)c1
    .	.	.	-6	3	-5	0	.
83	Cc1nc(-c2ccc(NC(=O)c3ccccc3)cc2)cs1
    -195	-85	4	-154	5	-1	10	14
84	COc1cc(S(=O)(=O)NCc2ccccn2)c(OC)cc1Cl
    -12	6	1	-2	-4	0	3	4
85	Clc1ccccc1OCc1nnc(-c2ccccc2)o1
    -86	-145	-12	-50	-6	11	-5	17
